KKLEB tox = counter-screen for CF NF-kB inhibitors: cytotoxicity; activity change (cytotoxicity), % at 5 µM; KKLEB CF airway cells viability, ATPlite luminescence, overnight; stronger effect = lower value; cells stimulated with P. aeruginosa culture filtrate; 360,000 compounds, 0.36% hits;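 active means corrected activity change at or below -50% at 5 µM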
SRC3 inh = human NCOA3 inhibition | inhibition, % at 3.6 µM | 360,000 compounds, 0.17% hits | HEK293 GAL4-SRC3 luciferase reporter, luminescence | Q9Y6Q9;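 active means inhibition above a per-campaign cutoff, the mean of all compounds plus 3 SD, cut at about 60% in these data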;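 further: 0% = DMSO-treated cells and 100% = gossypol-treated cells at 36 µM; higher means less SRC3-driven luciferase light from the GAL4 reporter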
Target sequence (Q9Y6Q9 whole entry, looked up, the tested form may be a part): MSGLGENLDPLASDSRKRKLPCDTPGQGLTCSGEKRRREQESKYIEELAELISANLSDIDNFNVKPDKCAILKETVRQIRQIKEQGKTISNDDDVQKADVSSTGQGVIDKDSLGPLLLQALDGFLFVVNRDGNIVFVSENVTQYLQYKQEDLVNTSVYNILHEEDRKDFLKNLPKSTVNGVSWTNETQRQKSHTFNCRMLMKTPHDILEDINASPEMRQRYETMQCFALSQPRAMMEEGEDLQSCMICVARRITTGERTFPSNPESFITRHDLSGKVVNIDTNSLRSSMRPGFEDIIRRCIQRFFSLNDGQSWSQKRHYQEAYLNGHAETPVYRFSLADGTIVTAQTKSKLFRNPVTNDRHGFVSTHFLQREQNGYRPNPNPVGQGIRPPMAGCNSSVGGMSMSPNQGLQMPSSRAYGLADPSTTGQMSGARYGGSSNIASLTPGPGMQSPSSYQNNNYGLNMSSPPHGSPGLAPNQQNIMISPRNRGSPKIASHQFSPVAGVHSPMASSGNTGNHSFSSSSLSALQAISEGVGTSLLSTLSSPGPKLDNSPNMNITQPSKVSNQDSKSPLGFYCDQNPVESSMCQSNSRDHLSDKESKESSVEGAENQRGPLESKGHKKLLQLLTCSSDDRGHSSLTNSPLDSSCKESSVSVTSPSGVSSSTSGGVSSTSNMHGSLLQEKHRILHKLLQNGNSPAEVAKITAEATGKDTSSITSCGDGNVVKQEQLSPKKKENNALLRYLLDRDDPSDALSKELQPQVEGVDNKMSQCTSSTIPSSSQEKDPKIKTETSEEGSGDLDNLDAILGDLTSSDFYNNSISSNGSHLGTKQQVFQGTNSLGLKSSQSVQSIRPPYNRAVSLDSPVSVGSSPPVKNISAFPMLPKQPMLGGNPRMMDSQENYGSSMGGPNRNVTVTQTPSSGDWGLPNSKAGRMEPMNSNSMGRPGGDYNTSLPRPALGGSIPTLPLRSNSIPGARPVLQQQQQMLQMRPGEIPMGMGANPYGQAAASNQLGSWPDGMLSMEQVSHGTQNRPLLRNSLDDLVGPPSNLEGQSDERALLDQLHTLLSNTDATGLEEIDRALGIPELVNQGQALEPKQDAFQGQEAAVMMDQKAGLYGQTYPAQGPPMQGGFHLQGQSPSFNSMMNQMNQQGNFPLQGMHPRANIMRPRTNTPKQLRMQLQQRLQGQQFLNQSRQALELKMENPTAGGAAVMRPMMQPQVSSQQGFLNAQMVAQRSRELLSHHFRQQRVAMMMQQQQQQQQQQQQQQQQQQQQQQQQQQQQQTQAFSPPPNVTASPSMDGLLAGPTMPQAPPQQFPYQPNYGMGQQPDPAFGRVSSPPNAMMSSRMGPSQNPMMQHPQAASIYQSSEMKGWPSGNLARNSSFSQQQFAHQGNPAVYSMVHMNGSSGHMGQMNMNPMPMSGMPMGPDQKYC
TRAIL sens C8 = sensitizes caspase-8 expressing cells to TRAIL; NB7+C8 cells + TRAIL, ATPlite viability luminescence; inhibition (viability loss, TRAIL sensitization), % at 10 µM; 360,000 compounds, 1% hits;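 active means compounds causing at least 50% loss of cell viability in the single-dose screen, relative to plate controls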
NR5A2 inv ag = suppresses constitutive activity of human LRH-1; O00482; HEK293T StAR-luciferase reporter, LRH-1 transfected, 24 h; inhibition, % at 3.6 µM; 360,000 compounds, 0.13% hits;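 active means inhibition above the mean inhibition of all tested compounds plus 3 SD, cut at about 73% in these data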;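 further: 0% = DMSO wells and 100% = reporter-only cells lacking LRH-1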
EBV LMP1 NFkB = Epstein-Barr LMP1 NF-kappaB reporter inhibition; LMP1-induced NF-kappaB luciferase reporter cells, luminescence; inhibition, % at 12.5 µM; 350,000 compounds, 0.69% hits; AID 504558; in the data active means inhibition above about 41%;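 further: 0% = neutral control wells and 100% = reference inhibitor control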
SRC1 inh = inhibits human SRC1 coactivator; AID 588354; inhibition, % at 3.6 µM; Q15788; HEK293 GAL4-SRC1 luciferase reporter, luminescence; 360,000 compounds, 0.12% hits;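 active means inhibition above the campaign mean plus 3 SD, with each screening campaign given its own cutoff, cut at about 60% in these data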;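 further: 0% = DMSO treated cells and 100% = gossypol at 36 µM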
NR2F2 inh = inhibitors of human COUP-TFII (NR2F2). P24468. HEK293T NGFI-A luciferase reporter, luminescence. inhibition, % at 8.6 µM. 370,000 compounds, 0.7% hits. AID 686940;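 active means inhibition above a per-plate cutoff, mean inhibition of test wells between control levels plus 3 SD, cut at about 38% in these data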;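 further: cells cotransfected with COUP-TFII expression vector driving the NGFI-A reporter; 0% = median of COUP-TF2 test wells and 100% = reporter-only cells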
CF NFkB inh = inhibitors of cystic fibrosis induced NF-kB; inhibition, % at 5 µM; 360,000 compounds, 0.86% hits; KKLEB NF-kB-GFP reporter, PAF-induced, GFP fluorescence overnight;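 active means at least 50% inhibition at 5 µM, scaled per plate between neutral and stimulator controls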;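 further: PAF is a Pseudomonas aeruginosa culture filtrate used as stimulus; plate controls were PAF-stimulated DMSO wells for no effect and unstimulated DMSO wells for full effect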
TROY NFkB inh = inhibitors of TROY-dependent NF-kB signaling | Q293 LMP1-TROYcd NF-kB luciferase reporter, 4 h | inhibition, % at 10 µM | 360,000 compounds, 0.98% hits | AID 1347056;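 active means compounds whose plate-normalised and pattern-corrected inhibition of the luciferase reporter signal at the single screening dose is 50% or more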
TWEAK Fn14 block = TWEAK-Fn14 signaling inhibition; AID 1159606; inhibition, % at 10 µM; 360,000 compounds, 2% hits; TWEAK-stimulated Fn14 reporter cells, luciferase luminescence, 8 h; in the data active means inhibition above about 50%
Shn3 inh set2 = inhibitors of Schnurri-3 3'UTR reporter in osteoblasts. Clone20 osteoblast Shn3 3'UTR firefly luciferase, 24 h. inhibition, % at 12.5 µM. 360,000 compounds, 0.52% hits. AID 588674;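 active means mean inhibition of at least 75% with every replicate also reaching 75%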;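 further: 0% = median of neutral control wells and 100% = pilot-screen positive control compound; some compounds past the cut are filed as inactive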
Active calls of the source: *; . = no result given. This is a subset; rates above refer to the full screens.

SMILES	KKLEB tox	SRC3 inh	TRAIL sens C8	NR5A2 inv ag	EBV LMP1 NFkB	SRC1 inh	NR2F2 inh	CF NFkB inh	TROY NFkB inh	TWEAK Fn14 block	Shn3 inh set2
Cc1nc2c3cc(Cl)ccc3n(CCN3CCOCC3)c2s1	-14	12	7	0	-4	-1	7	16	3	2	2
N#Cc1nnn(Cc2ccccc2)c1N	7	2	0	6	-2	-12	3	0	-8	-1	-3
Cc1ccc(Cn2c(CN3CC(C)OC(C)C3)nc3c2c(=O)n(C)c(=O)n3C)cc1 (stereo not given)	-12	-14	5	4	-4	6	-16	19	-29	-7	-8
CCOc1cc(/C=C(\C#N)C(=O)Nc2cccc(C(=O)O)c2)cc(Br)c1OC(=O)c1ccc(OC)cc1	0	-8	-3	-9	-2	4	-15	-27	62*	10	-2
COc1ccc(NC(=O)Cn2nnc3ccccc32)c([N+](=O)[O-])c1	2	-11	-14	-6	10	-18	11	-8	-8	-9	14
COc1ccccc1/C=C/C1=NC(=C\N(C)C)/C(=O)O1	-1	1	-6	-18	-11	-29	-15	13	-1	-17	-4
O=C(Nc1ccc(F)cc1F)c1noc2c1CCC2	0	-39	2	-80	-30	-46	.	-6	-26	9	-61
CCCn1c(N)c(C(=O)CSc2nnc3ccccn23)c(=O)[nH]c1=O	-5	2	-2	-15	-1	0	-7	-5	7	13	-3
Cc1nc(-c2ccc(C(F)(F)F)cc2)sc1C(=O)NN	11	-26	36	-11	17	-37	-16	-14	-45	-25	-18
Fc1cccc(C2NC(=S)NC3=C2N2CCC3CC2)c1 (stereo not given)	8	-14	-4	22	2	2	0	-14	10	10	10
CCOC(=O)c1sc(NC(=O)C(CC)OC(=O)c2ccco2)nc1C (stereo not given)	4	3	9	-14	1	-22	-2	3	1	-7	-1
Cc1cc(C)nc(NS(=O)(=O)c2ccc(Br)cc2)n1	-1	7	2	-12	6	-7	-13	10	13	-4	5
COc1ccc(NC(=O)Cn2nnc(C(=O)NCc3ccccc3)c2N)c(OC)c1	7	9	-3	13	64*	-11	4	-4	12	-1	4
COc1cc(/C=C(\CC(=O)O)c2nc3ccccc3s2)cc(OC)c1O	3	5	-10	2	4	7	-9	-4	-21	-21	-25
CN(Cc1ccccc1)Cc1nc2c(c(=O)n(C)c(=O)n2C)n1Cc1ccc(Cl)cc1	14	8	10	8	1	-15	-5	-8	8	-3	-3
CC(/C=N/N1CCN(Cc2ccccc2)CC1)=C\c1ccccc1	4	-1	0	9	-3	-19	-3	-22	13	-17	-4
CCC(C)(C)NC(=O)C(c1cccc(OC)c1)N(C(=O)c1ccn[nH]1)c1cccc(OC)c1 (stereo not given)	7	-9	-10	7	1	-6	9	-5	4	47	9
COc1ccccc1CNC(=O)C(c1ccccc1)c1ccccc1	-12	8	18	11	7	4	16	-11	-4	8	2
Clc1ccc2scc(CN3CCCCC3)c2c1	4	12	-10	-6	5	-14	18	4	-14	10	-14
CC(=O)c1ccc(NC(=O)COC(=O)CCN2C(=O)c3cccc([N+](=O)[O-])c3C2=O)cc1	-2	6	2	9	2	-17	4	14	-3	-19	-13

3 entries already listed, ordered by molecular weight, high to low.
SMILES	KKLEB tox	SRC3 inh	TRAIL sens C8	NR5A2 inv ag	EBV LMP1 NFkB	SRC1 inh	NR2F2 inh	CF NFkB inh	TROY NFkB inh	TWEAK Fn14 block	Shn3 inh set2
COc1cc(/C=C(\CC(=O)O)c2nc3ccccc3s2)cc(OC)c1O	3	5	-10	2	4	7	-9	-4	-21	-21	-25
CCOC(=O)c1sc(NC(=O)C(CC)OC(=O)c2ccco2)nc1C (stereo not given)	4	3	9	-14	1	-22	-2	3	1	-7	-1
CC(/C=N/N1CCN(Cc2ccccc2)CC1)=C\c1ccccc1	4	-1	0	9	-3	-19	-3	-22	13	-17	-4

The results go on.
SMILES	KKLEB tox	SRC3 inh	TRAIL sens C8	NR5A2 inv ag	EBV LMP1 NFkB	SRC1 inh	NR2F2 inh	CF NFkB inh	TROY NFkB inh	TWEAK Fn14 block	Shn3 inh set2
CN(C)S(=O)(=O)c1ccc(C(=O)Nc2nc(-c3cccs3)cs2)cc1	-4	25	35	22	-3	9	54*	-36	55*	56*	35
O=C(O)/C=C\C(=O)Nc1ccc(F)c(F)c1F	8	20	4	16	7	-2	-4	-7	11	-2	-1
Nc1nc(Nc2ccccc2)n[nH]1	4	4	-22	21	5	2	-1	-46	-11	10	0
O=C(CN1CCCC1c1ccc2c(c1)OCCO2)NC(=O)Nc1ccccc1F (stereo not given)	-4	10	1	-4	6	0	-3	-13	-10	-1	9
COc1ccc(NC2CCCN(C(=O)c3ccc(C(C)=O)cc3)C2)cc1 (stereo not given)	-12	-6	-8	21	-11	-16	0	-41	-9	8	-3
CC(=O)N1CCCc2cc(S(=O)(=O)NC(C(=O)NCc3ccc(C)cc3)C(C)C)ccc21 (stereo not given)	-12	9	-9	6	-7	4	3	9	0	-6	-2
O=C(CSc1ncccn1)N/N=C/c1cccc(OC2CSC2)c1	-3	-8	-8	0	-11	15	10	3	12	8	12
Cc1ccc(NC2=C/C(=N\S(=O)(=O)c3cccs3)c3ccccc3C2=O)c(C)c1	-102*	70*	96*	40	95*	67*	.	96*	69*	95*	98*
O=C(COc1ccccc1)NCC(=O)NC1CCCCC1	-8	11	4	1	6	10	11	-18	8	7	-1
O=C(CCC(=O)N1CCSc2ccccc21)NCc1cccc(Cl)c1	10	2	-8	13	-21	-30	5	-4	-12	1	0
N#CC1(Nc2ccc([N+](=O)[O-])cc2)CCCC1	-8	7	-6	0	-3	3	-1	-7	-13	-5	3
CCc1ccc(-c2nc(CN3CCC(C(=O)NCc4ccc(F)cc4)CC3)c(C)o2)cc1	-21	-6	6	-5	-1	2	5	10	-9	5	33
O=C1N/C(=N\N=C\c2ccco2)SC1Cc1ccccc1[N+](=O)[O-] (stereo not given)	22	10	-1	9	-6	-5	17	-23	15	17	-6
CCNc1ccccc(-c2ccc3ccccc3n2)c1=O	1	-12	-6	-17	-13	-38	-15	-11	-17	15	-33
CC(=O)C1=CCC(c2ccccc2)N(S(=O)(=O)c2ccc(C)cc2)C1 (stereo not given)	-8	26	8	20	.	8	14	27	0	16	1
COc1ccc(CCNC(=O)c2c(O)c3ccccc3[nH]c2=O)cc1	-11	-12	11	9	-19	5	8	2	3	-19	-14
O=C(N/N=C/c1ccc(-c2ccc([N+](=O)[O-])cc2)o1)[C@H]1C[C@@H]1c1ccccc1	-6	7	-9	-2	-16	-15	25	-32	10	24	5
COc1ccccc1NC(=O)NC1CCCCCCC1	2	-15	7	0	-4	-22	-8	-1	-8	-3	12
N#Cc1c(-c2cccnc2)c2c([nH]c1=S)CCCC2	7	10	9	-1	-10	-11	11	-12	.	3	43
Cc1ccc(-c2nnc(SCC#N)n2N)cc1	-6	14	6	-1	3	-8	9	-5	-8	-4	.
COc1ccc(/C=N/NC(=O)CCN2CCN(c3ccccc3)CC2)c(OC)c1OC	14	6	21	-4	-1	8	-8	-31	-3	-4	7
OCC1(Cc2ccccc2F)CCCN(CC2CCCCC2)C1 (stereo not given)	-11	-3	-4	-2	5	-3	2	7	8	-7	20
Cc1ccc(C)c(SCC(=O)Nc2cccnc2Cl)c1	4	23	-1	18	-7	4	-2	4	1	9	-2
CCCn1c(=O)c2ccccc2n2c(SCC(=O)NCc3cccs3)nnc12	-22	12	-4	4	3	9	9	-12	11	-7	26
COc1ccc(CNC(=O)C(=O)c2cn(CC(=O)N3CCCC3)c3ccccc23)cc1	0	-9	8	-5	-6	-30	-8	12	-21	-21	-5
O=c1c(-c2ccc(Cl)cc2)c[nH]n1-c1ccccc1	-12	-43	24	-32	-5	-33	-8	3	-29	-11	-13
CCOc1ccc(C(=O)Nc2nnn(CC)n2)cc1	1	-52	37	-112	-6	-95	-43	10	-25	16	-28
O=c1c([N+](=O)[O-])c(O)c2cccc3c2n1CCC3	-4	5	-7	15	-7	3	12	9	-9	-11	14
C=C(CCO)C1=CCN(S(=O)C(C)(C)C)[C@H]1CCO (stereo not given in full)	6	-3	-11	8	-3	12	1	-19	-9	-10	-2
CCOC(=O)c1ccc(NC(=O)c2ccnn2C)cc1	10	-38	9	-94	-7	-62	-39	-15	-11	-18	-53
CCOc1ccccc1Nc1nc(N)nc(CSc2nncn2C)n1	5	-2	34	-1	0	9	-14	8	9	2	-2
CCOC(=O)CN1C(=O)CC(c2ccccc2)C1=O (stereo not given)	7	-15	-7	-1	-7	8	-19	-5	-10	16	-2
CCC(=O)Nc1ccc2c(c1)ncn2-c1ccc(C)cc1	0	-108	18	-154	-13	-71	-65	-14	-80	16	-52
Cc1cc(C)c(NC(=O)C2CCN(S(C)(=O)=O)CC2)c(C)c1	-7	-2	2	-36	-2	-7	-2	-35	-12	-3	-20
CCCn1c(N)c(N(CCOC)C(=O)c2ccccc2)c(=O)[nH]c1=O	2	-12	-12	-3	-11	-9	-16	7	-3	0	-1
N#CC1=C(N)OC2=C(C(=O)CC(c3ccco3)C2)C1c1ccc(OCc2c(F)cccc2Cl)cc1 (stereo not given)	-4	-14	-13	2	-18	2	3	1	-38	-17	-8
COc1ccc(NC(=O)C(=O)NCCC2CCCCN2S(=O)(=O)c2cccs2)cc1 (stereo not given)	-1	-3	28	24	-9	-6	14	22	3	22	38
Cc1onc(-c2ccc(Cl)cc2)c1-c1ccnc(SCC(=O)Nc2ccc(C(C)C)cc2)n1	-8	12	10	-11	16	-2	-7	-9	7	-1	28
COC(C(=O)NNS(=O)(=O)c1ccccc1[N+](=O)[O-])c1ccccc1 (stereo not given)	14	8	-24	4	0	-1	-5	-1	2	3	6
N#CCC(=O)Nc1ccc(C(=O)OCC(=O)NC2CCCCCC2)cc1	3	-2	-11	-12	-6	3	-20	8	33	-9	2
CCc1nc2ccc(C(=O)NCc3ccc(C)o3)cc2nc1CC	-9	-9	-14	-16	-9	3	3	9	-7	-4	2
O=C(CNCCO)N1N=C(c2cccs2)CC1c1cccs1 (stereo not given)	8	10	1	-6	-1	-3	1	-4	9	-1	-3
COc1ccc(C(C(=O)NC2CCCC2)N(C(=O)c2snc(C(N)=O)c2N)c2ccccc2OC)cc1OC (stereo not given)	4	-6	2	8	7	6	22	-24	4	53*	15
Cc1cnc(NC(=O)CSc2nnc(-c3ccncc3)n2C2CCCCC2)s1	-7	-7	5	-4	5	8	-8	-4	12	14	-7
Cn1c(CO)cnc1SCc1c(Cl)cccc1Cl	-3	9	-6	-22	-12	0	-2	9	7	8	16
Cc1ccc(C(=O)NCc2ccc(N3CCN(C(=O)OC(C)(C)C)CC3)cc2)cc1	7	21	-11	9	1	-17	6	-3	22	10	35
CC(C)(C)OC(=O)N1CCC[C@H]1c1nnc(SCc2ccc(Cl)cc2)o1	3	10	-5	4	-1	2	2	-29	7	-1	-1
NC(=O)COc1ncnc2scc(-c3ccc(F)cc3)c12	3	-5	4	-11	5	4	5	11	-15	21	13
CC1COc2ccccc2N1S(=O)(=O)c1ccc(Cl)cc1 (stereo not given)	-9	12	3	3	-10	-27	20	17	11	6	22
O=S(=O)(NCCc1ccc2c(c1)OCCO2)c1cccs1	0	-17	1	-42	-32	-5	-1	6	-29	6	1

High-throughput results deposited in PubChem by several laboratories.
